# UGM FP inh = Mtb UDP-galactopyranose mutase inhibition | P9WIQ1 | purified UGM, fluorescence polarization probe displacement | inhibition, % at 10 µM | 0.06% of 320,000 active; in the data active = inhibition above about 10%, passing the limit was not always enough; inconclusive = no clear call, values can overlap the other calls
# Target sequence (P9WIQ1 whole entry, looked up): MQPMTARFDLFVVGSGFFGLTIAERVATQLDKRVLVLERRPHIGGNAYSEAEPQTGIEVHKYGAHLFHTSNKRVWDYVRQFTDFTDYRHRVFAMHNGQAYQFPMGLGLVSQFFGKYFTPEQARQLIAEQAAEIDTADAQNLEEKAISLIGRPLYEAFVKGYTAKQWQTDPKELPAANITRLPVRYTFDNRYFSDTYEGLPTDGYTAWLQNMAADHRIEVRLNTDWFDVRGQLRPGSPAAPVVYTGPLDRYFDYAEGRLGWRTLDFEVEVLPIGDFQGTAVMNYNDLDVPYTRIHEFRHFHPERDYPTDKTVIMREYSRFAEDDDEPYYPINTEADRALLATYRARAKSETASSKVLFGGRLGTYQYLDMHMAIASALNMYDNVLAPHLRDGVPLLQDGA
# CCHFV vOTU inh = CCHFV vOTU protease inhibition; Pep-AMC fluorescence; inhibition, % at 11.5 µM; 0.55% of 370,000 active; AID 651958; note: 0% = vehicle wells with enzyme and 100% = no enzyme wells
# PrPC surface inh = inhibitors of human cell surface prion protein PrPC; TR-FRET read-out; inhibition, % at 13.8 µM; 0.43% of 370,000 active; AID 720596; in the data active = inhibition above about 24%; note: 0% = median of the test wells and 100% = reference compound wells
# GDH-TPI inh = inhibits GDH-TPI coupling enzymes, artifact for Mtb FBA screen | GDH-TPI coupled enzyme counterscreen, NADH absorbance | inhibition, % at 4.8 µM | 1.2% of 360,000 active;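 note: 0% = DMSO wells and 100% = wells lacking the enzyme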
# BoNT A protease = BoNT A light chain protease inhibition; multiplex microsphere protease substrate cleavage, flow cytometry; inhibition, % at 10 µM; 0.17% of 360,000 active; AID 588499; in the data active = inhibition above about 30%; inconclusive = no clear call, values can overlap the other calls; note: plate controls were buffer without enzyme for full effect and enzyme alone for no effect
# FBA Mtb inh = inhibits M. tuberculosis FBA enzyme; purified M. tuberculosis FBA, fluorescence read-out; P9WQA3; inhibition, % at 1 µM; 2.3% of 360,000 active; in the data active = inhibition above about 27%;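 note: 0% = vehicle and 100% = reference inhibitor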
# Target sequence (P9WQA3 whole entry, looked up): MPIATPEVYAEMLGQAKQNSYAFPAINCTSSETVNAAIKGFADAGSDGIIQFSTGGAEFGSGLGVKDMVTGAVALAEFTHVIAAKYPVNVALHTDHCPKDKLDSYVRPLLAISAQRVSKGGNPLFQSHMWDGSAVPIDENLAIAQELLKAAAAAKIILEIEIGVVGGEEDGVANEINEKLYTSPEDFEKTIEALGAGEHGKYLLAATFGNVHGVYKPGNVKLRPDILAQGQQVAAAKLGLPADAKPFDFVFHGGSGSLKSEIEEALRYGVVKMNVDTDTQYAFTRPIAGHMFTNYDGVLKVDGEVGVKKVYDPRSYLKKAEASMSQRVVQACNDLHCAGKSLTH
# FadD28 FP inh = blocks FadD28 binding to the bisubstrate probe. fluorescence polarization. inhibition, % at 12.5 µM. 0.22% of 360,000 active. AID 588549; in the data active = inhibition above about 8.5%, passing the limit was not always enough; inconclusive = no clear call, values can overlap the other calls
# BioA inh = inhibitors of Mycobacterium tuberculosis BioA enzyme. 0.096% of 360,000 active. inhibition, % at 9.99 µM. purified M. tuberculosis BioA enzyme, plate reader; in the data active = inhibition above about 40%; inconclusive = no clear call, values can overlap the other calls
# BoNT-F LC inh = inhibitors of Botulinum neurotoxin F light chain protease | Multiplex microsphere protease cleavage assay, flow cytometry | inhibition, % at 10 µM | 0.22% of 360,000 active | AID 588497; in the data active = inhibition above about 35%, passing the limit was not always enough; inconclusive = no clear call, values can overlap the other calls; note: plate controls were buffer without enzyme for full effect and enzyme alone for no effect
# The depositor's hits bear a star; ? = inconclusive; nt = not tested or not shown. Cut-off read from the data, not from the text of the source, unless noted: active = inhibition above about 30%; inactive = the rest.
SMILES	UGM FP inh	CCHFV vOTU inh	PrPC surface inh	GDH-TPI inh	BoNT A protease	FBA Mtb inh	FadD28 FP inh	BioA inh	BoNT-F LC inh
C#CC(=O)CC1(CN(Cc2ccccc2)C(=O)OC(C)(C)C)CCCCC1	nt	7	8	-3	0.0	2	-1.2	-1.0	-3
Cc1c(NC(=O)c2c(N)sc3c2CCCC3)c(=O)n(-c2ccccc2)n1C	-2.4	-15	4	-7	0.5	-1	-3.6	nt	3
Cc1ccc(/C=C/C(=O)OCC(=O)N(CC(C)C)c2c(N)n(Cc3ccccc3)c(=O)[nH]c2=O)o1	-1.1	3	-7	42*	-5.4	0	-0.6	-0.3	?
Cn1c(N2CCCC2)nc2c1c(=O)n(Cc1ccc(F)cc1)c(=O)n2C	-3.7	-21	-3	6	-0.3	0	-1.6	-1.6	-7
O=C(O)c1ccc(Nc2nc(-c3cccnc3)cs2)cc1	3.9	-2	1	10	-0.2	1	-0.4	-0.8	4
CSc1ccc(/C=N/NC(=O)CN2CCN(Cc3ccccc3)CC2)cc1	2.7	7	-8	10	0.4	7	-5.0	nt	-4
Cc1ccc(NC(=O)CN2CCCC2c2cccs2)cc1S(=O)(=O)N1CCCCC1 (configuration not stated)	-0.4	3	1	4	2.0	1	0.2	-0.7	16
CCC(C)NC(=O)c1ccccc1NC(=O)C(C)N(c1ccccc1)S(C)(=O)=O (configuration not stated)	0.5	19	1	7	-1.2	3	-1.8	-0.4	-14
CCC(c1nnnn1CCOC)N1CCN(Cc2ccccc2)CC1 (configuration not stated)	-1.4	2	-6	14	-0.2	6	-0.8	-5.3	-8
COc1ccc(-c2nc(CS(=O)(=O)CC(=O)NCCCN3CCOCC3)c(C)o2)cc1	0.0	-2	3	0	1.3	6	-2.4	1.0	-2
COc1ccc(NC(=O)CSCc2ccc([N+](=O)[O-])cc2)cc1OC	-1.2	2	-17	6	1.9	-3	-3.3	0.4	-22
COc1ccc(S(=O)(=O)N2CCCC(C(=O)NCC3CCCO3)C2)cc1OC (configuration not stated)	2.3	8	-5	-5	-0.5	3	-2.2	-0.6	-1
COc1ccc(C(=O)NNC2=C(C(=O)C(F)(F)F)CCC2)cc1	-0.3	7	1	3	nt	4	0.0	0.4	nt
COc1ccc(CN(C(=O)/C=C/C(=O)c2ccc(OC)cc2O)C(C(=O)NC2CCCCC2)c2ccncc2)cc1 (configuration not stated)	4.0	8	-1	1	1.8	3	-2.4	-0.7	7
C/C(=N/NC(=O)C1CC1(c1ccccc1)c1ccccc1)c1ccco1 (configuration not stated)	-0.6	13	-3	-3	-1.5	-1	-3.0	-2.7	-6
CN1CCN(S(=O)(=O)Cc2ccc(Cl)cc2)CC1	2.6	-8	1	-10	5.1	1	-4.4	0.7	36*
CCOC(=O)C1=CCN(S(=O)(=O)c2ccccc2C)C1c1ccc(Cl)cc1 (configuration not stated)	nt	18	9	nt	0.4	3	-1.2	10	2
COc1ccc(S(=O)(=O)NN=C2CCCC2)cc1	2.5	-6	-2	-10	-1.0	0	-2.8	nt	0
CCOc1ccc(NC(=O)CCC(=O)NNC(=O)COc2ccccc2C)cc1	-0.3	4	2	-7	-1.2	-2	-4.0	nt	-1
O=C(Cc1cccs1)NNC(=S)NCc1ccc(Cl)cc1	1.4	6	10	-9	0.2	-1	-4.6	0.6	-4
CC1CN(S(=O)(=O)c2cccc(-c3csc(-c4ccccc4)n3)c2)CC(C)O1 (configuration not stated)	0.9	10	0	10	-0.2	0	-0.5	-1.0	0
CC(=O)c1cccc(-c2ccnc3c2CC(C(=O)NCc2cccs2)O3)c1 (configuration not stated)	nt	2	3	9	-1.6	2	0.3	0.2	-31
O=Cc1c(NCc2ccco2)nc2ccccn2c1=O	2.3	-7	-8	16	-1.1	0	-0.2	nt	-4
Cc1cc(C)[n+]2[nH]c(N)c(N=Nc3ccccc3)c2n1	-1.0	-6	-12	30	nt	-9	-1.4	nt	nt
CC(=O)Nc1ccc(-c2ccnc3c2CC(C(=O)NCc2ccc(N4CCN(C)CC4)cc2)O3)cc1 (configuration not stated)	nt	-3	-1	-4	0.2	0	-2.8	0.5	0
Cc1cccc(N2CCN(C(=O)CCCn3c(=S)[nH]c4cc5c(cc4c3=O)OCO5)CC2)c1C	-0.9	3	-3	-4	3.5	2	-0.9	-1.7	9
C#CCOCCOCCOCCNc1nc(N2CCN(C(=O)[C@H](CCCCN)n3cc([C@@H](N)CC(N)=O)nn3)CC2)nc(N2CCN(C(=O)[C@H](CCCCN)n3cc([C@@H](N)CC(N)=O)nn3)CC2)n1	-1.4	5	2	9	-0.5	3	-1.8	-1.0	-4
Cc1ccc(C)c(S(=O)(=O)N2CCN(C(=O)C(C)Sc3ccccc3)CC2)c1 (configuration not stated)	2.2	-3	-10	-2	0.2	1	1.2	-0.4	-5
CCOC(=O)C1CCCN(C(=O)c2cc(Nc3ccc(OC)c(OC)c3)nc3ccccc23)C1 (configuration not stated)	-3.1	9	-2	8	0.0	4	?	3.0	-6
Cc1ccc(S(=O)(=O)CC(=O)N(CCCN2CCOCC2)c2nc3c(F)cccc3s2)cc1	1.6	-5	-4	4	0.1	-2	-3.0	-2.2	-4

# Full records, quoted from the list. Screens in order: UGM FP inh	CCHFV vOTU inh	PrPC surface inh	GDH-TPI inh	BoNT A protease	FBA Mtb inh	FadD28 FP inh	BioA inh	BoNT-F LC inh
# CCOC(=O)C1CCCN(C(=O)c2cc(Nc3ccc(OC)c(OC)c3)nc3ccccc23)C1 (configuration not stated) is listed with -3.1	9	-2	8	0.0	4	?	3.0	-6
# COc1ccc(NC(=O)CSCc2ccc([N+](=O)[O-])cc2)cc1OC is listed with -1.2	2	-17	6	1.9	-3	-3.3	0.4	-22
# C#CC(=O)CC1(CN(Cc2ccccc2)C(=O)OC(C)(C)C)CCCCC1 is listed with nt	7	8	-3	0.0	2	-1.2	-1.0	-3
# O=C(Cc1cccs1)NNC(=S)NCc1ccc(Cl)cc1 is listed with 1.4	6	10	-9	0.2	-1	-4.6	0.6	-4
# CSc1ccc(/C=N/NC(=O)CN2CCN(Cc3ccccc3)CC2)cc1 is listed with 2.7	7	-8	10	0.4	7	-5.0	nt	-4

# Later entries.
SMILES	UGM FP inh	CCHFV vOTU inh	PrPC surface inh	GDH-TPI inh	BoNT A protease	FBA Mtb inh	FadD28 FP inh	BioA inh	BoNT-F LC inh
Cc1ccc(S(=O)(=O)NCCCCCC(=O)Nc2cccc(C)c2)cc1	-0.1	-3	4	6	0.2	-3	-4.4	1.1	-1
NC1=C([N+](=O)[O-])C(c2ccc(F)cc2)C2=C(CCCC2=O)O1 (configuration not stated)	3.3	-7	1	12	0.2	-3	-2.4	nt	3
N=c1c(S(=O)(=O)c2ccccc2)cc2c(=O)n3ccccc3nc2n1CCCN1CCOCC1	0.8	-51	-25	10	0.6	52*	-3.5	0.0	0
O=C(Nc1ccccc1N1CCCC1)c1ccc2c(c1)OCO2	-1.5	-7	-2	8	0.9	4	-0.1	nt	-6
O=c1[nH]c2cc([N+](=O)[O-])ccc2c2ccc([N+](=O)[O-])cc12	nt	8	1	15	1.0	4	-1.9	nt	7
CCC(=O)N1N=C(c2ccccc2)CC1c1ccc([N+](=O)[O-])cc1 (configuration not stated)	3.5	-4	-9	2	0.2	-2	-5.8	3.5	1
CCC(C)Sc1nc2c(c(=O)[nH]c(=O)n2C)n1CCc1ccccc1 (configuration not stated)	1.5	2	0	-3	0.8	-1	-1.0	-0.1	-3
CCN(CC)CCNC(=O)C1(O)c2cc(Br)ccc2NC(=O)N1c1c(F)cccc1F (configuration not stated)	1.9	1	-8	8	-5.0	0	nt	-0.2	-16
Cc1ccc(-n2ncc3c(NCc4ccccc4)ncnc32)cc1	-2.0	17	-4	-5	0.1	3	-2.0	-0.5	-7
O=C(CSc1ccc([N+](=O)[O-])cn1)Nc1ccccc1N1CCOCC1	-1.2	2	-21	14	3.4	0	-5.2	0.8	-3
CCOC(=O)c1cc(-c2ccccc2)nc2nc(N(CC)CC)sc12	0.3	-52	-18	10	-1.3	65*	-1.5	nt	4
CCc1nn(C(C)C(=O)NCc2ccc(Cl)cc2)c(=O)c2cc3occc3n12 (configuration not stated)	-0.1	-6	6	5	0.7	1	-1.1	39	-7
COC(=O)c1ccc(NC(=O)CN2C(=O)CNC2=O)cc1	2.0	11	-1	2	-0.4	0	-3.2	0.0	14
COc1ccc(Oc2cccc(Cl)c2CNC(=O)c2ccccc2C(=O)O)cc1	0.2	-3	2	-4	0.4	5	-4.3	-3.7	8
C(=C\c1ccccc1)/CN1CCN(C(c2ccccc2)c2nnnn2-c2ccc3c(c2)OCCO3)CC1 (configuration not stated)	nt	16	-2	nt	-0.5	2	-1.9	-2.1	-5
Cn1cnnc1SCC(=O)Nc1nc(-c2ccccc2)cs1	1.9	2	8	0	-1.1	-1	-5.0	nt	-2
COc1cc(C(=O)Nc2ccc(NC(C)=O)cc2)ccc1OCc1ccccc1	-1.4	1	-3	14	1.0	0	-1.7	nt	-2
O=C1CCCC2=C1C(c1ccccc1)CC(=O)N2c1ccc(F)cc1F (configuration not stated)	0.0	6	8	-6	0.0	-1	-0.9	nt	0
Cc1ccc(Cl)cc1N1CCN(C(=O)C2CCN(c3nnc(-n4cccc4)s3)CC2)CC1	0.1	5	6	9	-1.3	2	-2.3	-1.6	-6
CCC(=NNS(=O)(=O)c1ccc(C)cc1)c1ccc(OC)c(C)c1	nt	-3	3	0	-0.2	-2	1.4	0.2	3
CC1CN(C(=O)CSc2nnc(NC(=O)NC(C)(C)C)s2)CC(C)O1 (configuration not stated)	0.5	3	4	14	nt	0	-4.0	-0.6	nt
COCCOC(=O)C1=C(C)Nc2ncnn2C1c1ccccc1 (configuration not stated)	0.7	-4	-5	3	-0.7	0	-2.6	-1.2	-3
COC(=O)[C@@H]1C[C@@]2(O)[C@H](O)[C@H](O)[C@H](O)C[C@H]2N1Cc1cccc2ccccc12	0.1	-9	-4	-4	-0.1	0	-4.3	0.9	4

# Six compounds from above, ordered by SMILES length, smallest number first:
SMILES	UGM FP inh	CCHFV vOTU inh	PrPC surface inh	GDH-TPI inh	BoNT A protease	FBA Mtb inh	FadD28 FP inh	BioA inh	BoNT-F LC inh
O=C(Nc1ccccc1N1CCCC1)c1ccc2c(c1)OCO2	-1.5	-7	-2	8	0.9	4	-0.1	nt	-6
Cc1ccc(S(=O)(=O)NCCCCCC(=O)Nc2cccc(C)c2)cc1	-0.1	-3	4	6	0.2	-3	-4.4	1.1	-1
CC1CN(C(=O)CSc2nnc(NC(=O)NC(C)(C)C)s2)CC(C)O1 (configuration not stated)	0.5	3	4	14	nt	0	-4.0	-0.6	nt
NC1=C([N+](=O)[O-])C(c2ccc(F)cc2)C2=C(CCCC2=O)O1 (configuration not stated)	3.3	-7	1	12	0.2	-3	-2.4	nt	3
CCc1nn(C(C)C(=O)NCc2ccc(Cl)cc2)c(=O)c2cc3occc3n12 (configuration not stated)	-0.1	-6	6	5	0.7	1	-1.1	39	-7
O=c1[nH]c2cc([N+](=O)[O-])ccc2c2ccc([N+](=O)[O-])cc12	nt	8	1	15	1.0	4	-1.9	nt	7

# From PubChem
